RBBP9 inhibitor = human RBBP9 hydrolase inhibition | 220,000 compounds, 0.2% hits | inhibition, % at 7.94 µM | AID 1515 | O75884 | recombinant RBBP9, FP-Rh probe fluorescence polarization;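 active = inhibition above the campaign mean of all tested compounds plus 3 SD, cut at about 14% in these data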;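 also: plate controls were DMSO wells with RBBP9 for no effect and wells lacking RBBP9 protein for full effect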
Target sequence (O75884 whole entry, looked up): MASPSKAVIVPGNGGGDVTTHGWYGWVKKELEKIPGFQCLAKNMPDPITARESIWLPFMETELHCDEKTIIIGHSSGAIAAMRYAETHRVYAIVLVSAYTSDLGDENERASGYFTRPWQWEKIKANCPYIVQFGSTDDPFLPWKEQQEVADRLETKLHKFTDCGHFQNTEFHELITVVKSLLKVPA
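Test system: recombinant human RBBP9; Timing: 30 min then 45 min, 25 °C; Detection: fluorescence polarization; Control set: RBBP9 with DMSO as uninhibited control, no-protein wells as full inhibition; Compound dosing: one concentration, 7.94 µM nominal, 0.794% DMSO; Probe or stimulus: FP-Rh activity-based probe, 375 nM before mixing.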
Wee1 stabilizer = human Wee1 degradation inhibition, primary screen; P30291; HeLa Luc-Wee1K328M stability, luciferase luminescence; 100% = proteasome inhibitor MG132 effect; reporter increase, % at 5 µM; 220,000 compounds, 1.2% hits; AID 1321;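 active = activation above the mean of all tested compounds plus 3 SD, set per screening run, cut at about 8.8% in these data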;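 also: cells exposed to compound for 20 h before luminescence read; 0% = DMSO alone and 100% = MG132 at 30 µM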
Target sequence (P30291 whole entry K328M): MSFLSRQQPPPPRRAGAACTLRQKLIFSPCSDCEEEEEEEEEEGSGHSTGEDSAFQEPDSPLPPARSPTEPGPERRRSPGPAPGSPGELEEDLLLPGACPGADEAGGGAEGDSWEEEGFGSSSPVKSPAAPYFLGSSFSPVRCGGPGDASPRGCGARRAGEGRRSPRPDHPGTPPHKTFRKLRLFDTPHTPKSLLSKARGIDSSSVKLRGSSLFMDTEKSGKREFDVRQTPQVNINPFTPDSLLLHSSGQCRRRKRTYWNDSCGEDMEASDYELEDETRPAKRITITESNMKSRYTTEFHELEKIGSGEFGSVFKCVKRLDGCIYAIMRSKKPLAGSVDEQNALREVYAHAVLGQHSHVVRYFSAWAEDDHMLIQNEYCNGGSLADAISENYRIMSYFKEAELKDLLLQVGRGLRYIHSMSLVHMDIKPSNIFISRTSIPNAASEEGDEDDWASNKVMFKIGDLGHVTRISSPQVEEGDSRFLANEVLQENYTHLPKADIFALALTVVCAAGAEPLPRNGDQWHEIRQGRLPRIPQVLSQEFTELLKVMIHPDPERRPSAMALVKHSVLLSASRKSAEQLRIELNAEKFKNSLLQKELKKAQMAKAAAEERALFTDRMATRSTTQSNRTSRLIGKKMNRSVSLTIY
BaF3 tox = parental Ba/F3 viability inhibition as JAK2V617F counter-screen; CellTiter-Glo ATP luminescence; AID 1486; 220,000 compounds, 1.1% hits; inhibition, % at 5.6 µM;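 active = inhibition above a per-campaign cutoff, the mean inhibition of all tested compounds plus 3 SD, cut at about 27% in these data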;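 also: 0% = DMSO wells and 100% = JAK Inhibitor I control wells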
TNF death inh = inhibitors of TNF-alpha induced necroptosis in Jurkat FADD-/- cells. Jurkat FADD-/- TNF necroptosis rescue, ATP luminescence, 24 h; 0 = TNF only, 100 = no-TNF cells. activation (protection from cell death), % at 10 µM. 220,000 compounds, 0.068% hits. AID 463075;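 active = activation, meaning protection from cell death, of at least 50% relative to plate controls; inactive = activation below 50%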;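 also: necroptosis triggered by 40 ng/mL TNF-alpha added together with compound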
Ba/F3 V617F tox = reduce viability of Ba/F3 cells dependent on JAK2V617F; Ba/F3 EpoR-JAK2V617F viability, ATP luminescence; inhibition, % at 5.6 µM; 220,000 compounds, 1.1% hits;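 active = inhibition above the campaign mean plus 3 SD over all tested compounds, cut at about 24% in these data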;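 also: cytokine-independent growth of Ba/F3 cells driven by EpoR plus mutant JAK2; 0% = DMSO-treated cells and 100% = JAK inhibitor I control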
CHOP inhibitor = blocks CHOP induction under ER stress; CHO-K1 CHOP-promoter luciferase, tunicamycin-induced, 15-18 h; inhibition, % at 10 µM; 220,000 compounds, 3.8% hits; AID 2732;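 active = compounds that reduced the stress-induced luciferase reporter signal by more than about 70% of percent inhibition, limit read from the data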;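 also: 0% = tunicamycin plus vehicle and 100% = wells without tunicamycin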
TRPML3 agonist = human mucolipin-3 channel agonism. HEK293 TRPML3-YFP, Fluo-8 calcium fluorescence; 100% = the carbachol control signal. activation, % at 3 µM. 220,000 compounds, 0.29% hits;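 active = activation above its plate's cutoff, the mean activation of the plate's test wells plus 3 SD, cut at about 12% in these data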;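 also: 0% = DMSO only wells and 100% = carbachol wells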
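Material: HEK293 cells stably carrying human TRPML3-YFP; compound dosing: single dose, 3 µM final nominal compound, 0.3% DMSO final; incubation: 1-h 37 °C dye load, 5-s basal, 120-s post-compound reads; technique: Fluo-8 intracellular calcium fluorescence, excitation 470-495 nm, emission 515-575 nm; read-out basis: percent activation from peak-to-basal fluorescence ratio, scaled between DMSO and carbachol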
TRPN1 ag = agonists of zebrafish TRPN1 channel. HEK293 zebrafish TRPN1-YFP, Fluo-8 calcium fluorescence; 100% = response to 87 µM carbachol. activation, % at 3 µM. 220,000 compounds, 0.18% hits;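 active = activation above its plate's cutoff, the mean activation of test wells on that plate plus 3 SD, cut at about 19% in these data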;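 also: 0% = DMSO alone and 100% = 87 µM carbachol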
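Material: zebrafish TRPN1-YFP in HEK293 cells. Doses: one dose of 3 µM, 0.3% DMSO. Incubation: dye 1 h 37 °C plus 30 min RT. Measured by: intracellular calcium fluorescence with Fluo-8.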
PPC-1+TRAIL kill = compounds killing PPC-1 cancer cells with TRAIL present (potentiator screen, no TRAIL-free arm); PPC-1 cells + TRAIL, ATPLite viability luminescence; cell killing (% activity), % at 4 µM; 220,000 compounds, 0.41% hits; AID 1443;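 active = cell killing above 50% in the first pass at 4 µM, then a duplicate retest at 5 µM averaging 50% or more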;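 also: plate controls were cells with TRAIL plus DMSO for no effect and medium-only wells lacking cells for full effect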
* = called active by the depositor; nt = no result given. Only part of the results is shown; rates above refer to the full screens.

SMILES	RBBP9 inhibitor	Wee1 stabilizer	BaF3 tox	TNF death inh	Ba/F3 V617F tox	CHOP inhibitor	TRPML3 agonist	TRPN1 ag	PPC-1+TRAIL kill
N[C@@H](Cc1cc(Br)c(O)c(Br)c1)C(=O)O	-6	5	5	2.8	-3	4	0.9	1.3	14
COc1ccc(CCNC(=O)COC(=O)Cc2ccccc2)cc1	-6	4	5	0.4	-2	8	-0.4	0.3	15
Cc1ccccc1C(O)(Cc1ccccc1)C1CN2CCC1CC2 (stereo not drawn)	2	-1	7	-3.3	-1	-35	1.2	0.3	14
CCOc1ccc(-c2cc(C)[n+](CCN3CCOCC3)c(-c3ccc(OCC)cc3)c2)cc1	-10	-1	-2	-1.1	-1	5	0.4	1.2	-13
CNC(=O)N(C)c1ccc(C(O)(C(=O)OC)C(F)(F)F)cc1 (stereo not drawn)	0	-3	-6	-0.9	0	-11	1.3	2.7	2
CCNC(=O)NNC(=O)C1CC(c2cccnc2)=NO1 (stereo not drawn)	-5	6	7	0.0	1	-6	0.6	1.0	12
O=P(Oc1ccccc1)(Oc1ccccc1)N1CCN(c2ccc(F)cc2)CC1	-8	-4	-1	0.9	-4	12	-0.1	-2.3	3
O=C1NC(=O)N(c2ccccc2)C(=O)/C1=C/c1coc2ccc(O)cc2c1=O	-4	-1	-2	-4.5	-3	16	-0.2	1.2	8
Cc1ccc(N)c(C(=O)c2ccccc2)c1	3	2	0	-1.8	-4	-3	-2.4	-3.9	15
O=C(Nc1ccc(F)cc1F)c1cccnc1Oc1cccc(C(F)(F)F)c1	-6	-3	1	-0.8	-1	24	0.3	-0.3	9
O=C(c1sc2ccccc2c1Cl)N1CCC2(CC1)OCCO2	-5	0	5	-1.1	0	6	0.2	-0.2	6
Cc1cccc(C)c1NC1=NCCCCS1	-3	-3	6	-2.9	0	23	0.0	1.2	26
CCOc1cc(/C=C2\C(=O)NC(=O)N(C)C2=O)cc([N+](=O)[O-])c1O	-5	-1	-1	2.6	-4	-16	0.3	1.4	1
Nc1c2c(nc3sc4c(c13)CCCC4)CCCC2	-1	1	6	2.0	1	25	0.3	-2.2	18
COCCn1c(-c2ccccc2)cc(C(=O)O)c1C	1	-1	3	-1.6	-2	nt	0.1	0.3	nt
CCN(CC)P(=O)(c1n(CC)cc[n+]1CC)N(CC)CC	3	2	5	-0.3	2	-10	0.7	1.9	27
O=P(N1CCCCC1)(N1CCCCC1)C(Cl)(Cl)Cl	-9	0	2	-0.9	-2	3	0.1	-1.1	0
O=C(NC(=O)N1CCC2(CC1)OCCO2)c1ccc(Cl)cc1	-1	3	2	0.5	0	20	1.0	0.3	12
CCC(=NCc1ccco1)c1c(O)n(C)c(=O)n(C)c1=O	-5	4	3	-1.7	0	34	1.5	1.1	2
CCC(=NCCCN1CCOCC1)c1c(O)n(Cc2ccccc2)c(=O)[nH]c1=O	-11	-1	3	-1.0	0	14	0.9	-0.3	4

Grouped by structure: those above with a CF3 group (2)
SMILES	RBBP9 inhibitor	Wee1 stabilizer	BaF3 tox	TNF death inh	Ba/F3 V617F tox	CHOP inhibitor	TRPML3 agonist	TRPN1 ag	PPC-1+TRAIL kill
CNC(=O)N(C)c1ccc(C(O)(C(=O)OC)C(F)(F)F)cc1 (stereo not drawn)	0	-3	-6	-0.9	0	-11	1.3	2.7	2
O=C(Nc1ccc(F)cc1F)c1cccnc1Oc1cccc(C(F)(F)F)c1	-6	-3	1	-0.8	-1	24	0.3	-0.3	9

Next section:
SMILES	RBBP9 inhibitor	Wee1 stabilizer	BaF3 tox	TNF death inh	Ba/F3 V617F tox	CHOP inhibitor	TRPML3 agonist	TRPN1 ag	PPC-1+TRAIL kill
CCOc1ccccc1-n1c(O)c(C=Nc2c(C)n(C)n(-c3ccccc3)c2=O)c(=O)[nH]c1=O	0	-1	3	0.5	2	7	0.0	-0.1	10
Cc1cccc(CN2CCN(Cc3ccc(Cl)cc3)CC2)c1	-13	-2	5	-0.4	1	-11	-0.3	-0.6	6
O=c1[nH]c(O)c(C=NC2CCN(Cc3ccccc3)CC2)c(=O)[nH]1	7	-1	-2	0.3	-4	nt	0.9	1.2	nt
Clc1ccc(CNC2CN3CCC2CC3)cc1 (stereo not drawn)	-5	2	2	1.3	-1	-21	0.9	-0.8	6
C[N+](C)(C)CC(=O)Nc1ccc(Cl)cc1C(=O)c1ccccc1	-2	-1	7	-0.6	-1	-8	0.8	0.7	-3
CCCCC(=O)N/N=C/c1c(O)n(CC)c(=S)n(CC)c1=O	-5	-3	7	-2.8	0	52	1.1	-0.4	16
CC(=O)Nc1cc(C(=O)N2CCC3(CC2)OCCO3)ccc1Sc1ccc(C)cc1	-7	0	3	-0.6	-3	-7	0.2	0.0	-1
CN(C)CCCNCC(=O)Nc1ccc(Cl)cc1C(=O)c1ccccc1	1	-1	-2	3.0	-3	-43	0.4	0.4	19
COC(=O)C1C(O)C(C)C(O)C(C)/C=C\C=C(/C)C(=O)Nc2c(C)c(OC(C)=O)c3c(c2O)C(=O)C(C)=C2OCOC(=C23)/C(C)=C/C(C)(O)C(O)C(C)C1O (stereo not drawn)	3	-2	5	-4.5	-3	18	-0.2	-2.3	6
CC(=NCc1ccc2c(c1)OCO2)c1c(O)n(-c2ccc(C)cc2)c(=O)[nH]c1=O	-7	1	2	-1.1	1	12	0.5	-0.1	14
Cc1cc(S(=O)(=O)NC(C)C)ccc1OCC(=O)N1CCN(Cc2ccc3c(c2)OCO3)CC1	-4	-2	2	-2.8	-3	14	3.4	1.7	26
CCCCCCCn1c(=O)c(C(=O)Nc2cnccn2)c(O)c2ccccc21	-5	-3	-3	-11	-1	98*	0.7	0.6	8
N=c1c[n+](C2CCCCC2)[n-]o1	4	2	4	1.0	-1	19	1.2	1.7	nt
CC(Cc1ccccc1Sc1ccccc1)N(C)C (stereo not drawn)	-2	1	7	0.6	3	5	0.0	0.2	7
CC(C)(CN)CC(=O)O	-2	-1	1	1.5	0	0	0.8	1.0	9
Cc1ccc(C2=NN(CCC(=O)N3CCC4(CC3)OCCO4)C(=O)CC2)cc1	6	1	5	-0.7	-3	27	-0.2	-0.8	-1
CCOC(=O)N1CCN(C(C)C(=O)c2c[nH]c3ccccc23)CC1 (stereo not drawn)	0	-2	1	2.1	-3	9	0.1	0.9	14
C/C=C/CC1(CC)C(=O)NC(=S)NC1=O	-7	-1	5	5.0	-2	-3	0.6	0.9	-8
Cc1nc2nc(C)c(CCC(=O)N3CCC4(CC3)OCCO4)c(C)n2n1	-1	-4	-3	0.3	-4	22	1.0	0.1	5
CCC1(CC)C(=N)N(C)C(=O)NC1=O	-2	-2	2	0.2	-4	22	0.9	-0.6	-10
CC(NCc1ccc(Cl)c(Cl)c1)C(O)c1ccccc1 (stereo not drawn)	-1	2	6	2.7	0	40	0.3	-1.0	12
Cc1cc(/C=C2\C(=O)NC(=O)N(c3cccc(F)c3)C2=O)c(C)n1-c1cc(C(=O)O)cc(C(=O)O)c1	-1	-1	3	0.5	-2	14	0.7	0.9	6
O=[P+](Cc1ccccc1)Cc1ccccc1	-9	0	1	3.6	-3	15	0.5	0.9	11
Cc1cc(C)c(-n2c(O)c(/C=N/N3CCCCC3c3cccnc3)c(=O)[nH]c2=O)c(C)c1 (stereo not drawn)	8	-2	3	1.2	-3	-9	0.6	0.0	23
O=C1/C(=C/c2ccncc2)N2CCC1CC2	-7	4	0	2.6	-1	29	1.0	0.3	-1
Cc1cc(N2C(=O)C3CCCN3C2c2ccc(Cl)c(Cl)c2)no1 (stereo not drawn)	-5	1	0	-0.5	3	17	0.2	0.1	-20
Fc1ccccc1N1CCN(Cc2ccc3c(c2)OCO3)CC1	5	-4	-4	1.8	-4	-21	0.5	-1.3	-14
CCN(CC)C(=O)c1ccc(N2C(=O)C3CC=C(Cl)CC3C2=O)cc1 (stereo not drawn)	3	-1	0	-0.9	-4	-19	0.4	1.6	-8
O=C(N=Nc1c(O)[nH]c(=O)[nH]c1=O)C1COc2ccccc2O1 (stereo not drawn)	-3	-3	0	1.8	-3	6	0.2	-1.1	19
CC(C)(C)n1cc(C(=O)c2ccc3ccccc3c2O)cn1	-7	-1	5	0.5	2	40	0.3	1.0	42
C[N+]1=C(/C=C/Nc2ccccc2)C(C)(C)c2ccccc21	-15	1	61*	1.6	59*	27	4.7	2.8	14
COc1c(C)cc(C(=O)C2CCCN(Cc3cnc(C)s3)C2)cc1C (stereo not drawn)	-8	-1	1	-1.2	0	22	0.1	-0.1	-14
Cc1cccc2c(CCN)c[nH]c12	-1	1	-1	0.6	-1	17	1.3	1.0	6
COc1cccc(OC)c1C(=O)Nc1nc(N)n(-c2ccccc2)n1	2	0	7	0.1	1	10	0.8	0.9	0
Cc1[nH]c2ccccc2c1/C=N/O	0	0	2	0.5	-4	20	-0.3	-0.4	5
Cc1ccc(S(=O)(=O)NCC2CCC(C(=O)N3CCC4(CC3)OCCO4)CC2)cc1 (stereo not drawn)	-13	-1	4	0.4	-2	59	-0.5	-0.8	-5
CC(=NCCCN1CCOCC1)c1c(O)[nH]c(=O)[nH]c1=O	1	2	0	0.3	-4	8	0.7	0.3	3
O=C(c1ccc2c(c1)OCO2)N1CCC2(CC1)OCCO2	-6	0	3	2.0	3	-2	1.1	0.8	14
CCS(=O)(=O)NCc1nnc2n1-c1ccc(Cl)cc1C(c1ccccc1)=NC2	-9	1	3	0.6	2	31	0.4	0.2	5
O=C1NC(=O)N(c2ccccc2F)C(=O)/C1=C/c1ccc(Oc2ccc([N+](=O)[O-])cn2)cc1	-2	-2	6	5.5	3	-6	0.1	-0.5	14
CCOC(=O)Cc1csc(NC(=O)c2c(O)c3ccccc3n(CCC(C)C)c2=O)n1	-10	-3	1	0.7	-4	89*	0.3	-0.9	7
CC(C)(O)[C@H]1O[C@H]2CC[C@@]3(C)[C@@](O)(CC[C@H]4Cc5c([nH]c6ccccc56)[C@@]43C)C2=CC1=O	-5	-2	2	0.1	0	82*	2.1	3.5	-12
C/C(=N\NC(N)=O)c1c(O)n(C)c(=O)n(C)c1=O	-4	1	9	0.1	1	7	1.0	1.1	2
CN(C)C(=S)SSC(=S)N(C)C	4	5	-3	-8.4	39*	106*	0.7	-0.6	39
O=P1(NCc2ccco2)COc2ccccc2OC1	4	3	0	-0.1	-6	36	0.6	-0.2	8
O=c1[nH]c(=S)n(Cc2ccc(F)cc2)c(O)c1/C=N/N1CCCCC1	-7	6	3	-3.5	6	18	0.8	0.3	8
O=C1CSC2N1CCNC21CCCCC1 (stereo not drawn)	-11	-2	2	0.9	3	18	0.8	-0.3	2

Screens from PubChem BioAssay.
